Screens: PubChem BioAssay, several laboratories
IMP-1 inh = IMP-1 metallo-beta-lactamase inhibitors, primary screen, biochemical, epi-absorbance readout, Pseudomonas aeruginosa enzyme. metallo-beta-lactamase IMP-1 (Pseudomonas aeruginosa). purified IMP-1, nitrocefin hydrolysis, epi-absorbance fluorescence. AID 1556, 2009. 290,000 tested, 0.45% active. inhibition, % at 5.6 µM;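 active = inhibition above the mean plus 3 SD of all compounds in the same screening run, cut at about 4.5% in these data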;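 also: 0% = IMP-1 with DMSO and 100% = DMSO wells lacking enzyme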
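System: purified IMP-1 / Input: IMP-1 dispensed at 0.2 nM / Medium: 50 mM HEPES pH 7.1, 50 µM ZnSO4, 0.05% Brij 35 / Timing: 15 min enzyme–compound preincubation, then 25 min nitrocefin reaction, 25 °C / Technique: plate fluorescence quenching by hydrolysis product, ex 480/em 530 nm / Repeats: singlicate testing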
MEKK3 PB1 HTS = modulators of MEKK3-MEK5 PB1 binding, primary screen, biochemical, wildtype MEKK3, multiplex bead flow cytometry, Alexa488-MEK5 | bead-based flow cytometry, Alexa488-MEK5 binding to MEKK3; actives lie on both sides; 0 = blocked by unlabeled MEK5, 100 = vehicle | AID 1529, 2009 | binding response (% of control), % at 10 µM | 290,000 tested, 1.4% active | Mitogen-activated protein kinase kinase kinase 3 (Homo sapiens), Q99759;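 active = binding response more than 3 SD above or below the average of its plate-row segment, actives on both sides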;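 also: Alexa488 bead fluorescence after subtracting the streptavidin-only scavenger bead signal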
Target sequence (Q99759 whole entry, looked up): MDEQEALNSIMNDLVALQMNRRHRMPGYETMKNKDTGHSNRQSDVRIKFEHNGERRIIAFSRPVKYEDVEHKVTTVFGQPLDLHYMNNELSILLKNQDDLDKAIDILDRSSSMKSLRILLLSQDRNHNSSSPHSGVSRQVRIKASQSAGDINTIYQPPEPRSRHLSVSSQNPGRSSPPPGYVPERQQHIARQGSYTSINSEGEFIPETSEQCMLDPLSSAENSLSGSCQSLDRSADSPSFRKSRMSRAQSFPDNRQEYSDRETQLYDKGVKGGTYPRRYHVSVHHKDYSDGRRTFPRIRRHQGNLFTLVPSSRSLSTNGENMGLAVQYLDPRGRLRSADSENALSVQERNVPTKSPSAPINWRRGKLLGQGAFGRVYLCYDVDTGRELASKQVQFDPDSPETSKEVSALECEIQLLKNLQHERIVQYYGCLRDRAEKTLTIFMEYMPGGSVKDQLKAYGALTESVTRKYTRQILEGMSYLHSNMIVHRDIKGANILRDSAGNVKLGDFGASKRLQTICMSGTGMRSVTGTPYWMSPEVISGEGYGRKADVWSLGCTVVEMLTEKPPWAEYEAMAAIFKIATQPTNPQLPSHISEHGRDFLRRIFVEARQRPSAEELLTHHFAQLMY
DNA FID counter = compounds displacing fluorescent DNA intercalator, primary screen, artefact control for HCV NS3 helicase inhibitor project, biochemical, FID fluorescence; DNA fluorescent intercalator displacement; inhibition, % at 7.9 µM; 290,000 tested, 0.17% active; AID 1845, 2009; in the data active = inhibition above about 37%;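 also: 0% = vehicle and 100% = reference compound; higher means more ethidium bromide displaced from hairpin DNA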
IDE cell activ = human IDE activators in live cells, primary screen, fluorescence polarization, HEK cells, FAbeta-B substrate. Insulin-degrading enzyme (Homo sapiens), P14735. FAbeta-B cleavage; 0% vehicle, 100% cell-free pure enzyme wells. activation, % at 5.96 µM. 340,000 tested, 0.073% active. AID 493087, 2011;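 active = activation above the mean of all tested compounds plus 3 SD, set per screening campaign, cut at about 17% in these data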
VIM-2 inh = VIM-2 metallo-beta-lactamase inhibitors, primary screen, biochemical, epi-absorbance readout, Pseudomonas aeruginosa enzyme | 290,000 tested, 0.89% active | inhibition, % at 5.6 µM | purified VIM-2, nitrocefin hydrolysis, epi-absorbance fluorescence;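 active = inhibition above the mean of all tested compounds plus 3 SD, cutoff set per screening run, cut at about 7.5% in these data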;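 also: red hydrolysis product quenches plate fluorescence so inhibitors raise well fluorescence; 0% = enzyme with DMSO and 100% = DMSO without enzyme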
PHOSPHO1 block = PubChem AID 1565; recombinant PHOSPHO1, absorbance phosphatase assay; 290,000 tested, 1.1% active; Phosphoethanolamine/phosphocholine phosphatase (Homo sapiens), Q8TCT1; inhibition, % at 13.3 µM; in the data active = inhibition above about 60%
Target sequence (Q8TCT1 whole entry, looked up): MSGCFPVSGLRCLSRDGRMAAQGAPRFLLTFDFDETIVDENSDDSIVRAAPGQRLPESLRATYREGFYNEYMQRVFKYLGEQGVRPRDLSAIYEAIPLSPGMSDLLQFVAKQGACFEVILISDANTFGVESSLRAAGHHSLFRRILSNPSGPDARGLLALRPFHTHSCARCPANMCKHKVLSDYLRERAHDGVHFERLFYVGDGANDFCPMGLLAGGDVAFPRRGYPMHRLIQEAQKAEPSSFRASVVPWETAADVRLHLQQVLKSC
HCV NS3 hel inh = inhibitors of HCV NS3 helicase, primary screen, biochemical, Cy5 molecular beacon fluorescence; Hepatitis C virus NS3 helicase; 290,000 tested, 0.56% active; NS3 helicase DNA unwinding; inhibition, % at 10.9 µM;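 active = inhibition above the mean of all tested compounds plus 3 SD, set per campaign, cut at about 35% in these data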;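 also: 0% = DMSO wells and 100% = thioflavine S control wells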
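Measured by: Cy5 fluorescence, 0 and 60 min reads / Assay system: NS3 helicase fragment of HCV / Control set: low DMSO, high thioflavine S at 110 µM / Times: 1 h reaction at 25 °C, ATP-initiated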
SUMO HTRF inh = inhibitors of in vitro SUMOylation cascade, primary screen, biochemical, HTRF, uHTS; SUMO-conjugating enzyme UBC9 (Homo sapiens), P63279; HTRF SUMOylation assay, SAE1/SAE2 + UBC9; inhibition, % at 35 µM; 290,000 tested, 0.36% active; AID 2006, 2009; in the data active = inhibition above about 50%, passing the limit was not always enough; also: strong numbers were not always called active
Target sequence (P63279 whole entry, looked up): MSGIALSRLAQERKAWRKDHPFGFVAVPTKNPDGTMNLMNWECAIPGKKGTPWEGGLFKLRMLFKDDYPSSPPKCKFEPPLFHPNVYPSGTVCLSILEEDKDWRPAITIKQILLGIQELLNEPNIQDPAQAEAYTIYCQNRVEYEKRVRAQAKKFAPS
pCIP destab = p/CIP-EGFP fusion destabilizers, primary screen, fluorescence, F442A cells; decrease of EGFP signal, % at 10 µM; 16 h; 290,000 tested, 0.01% active;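 active = EGFP signal decrease of at least 30% at 10 µM or well 3 SD below plate mean, unless failing retest; inactive = the rest, including hits failing retest or dose response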; also: some compounds called inactive have numbers as strong as hits; many of its hits are not listed in these tables
The depositor's hits bear a star; / = not tested or not shown; [ ] = another dose, or the depositor's remark. Only part of the results is shown; count on the stated rates, not on these rows.

The opening 3 records, to show the layout:
SMILES	IMP-1 inh	MEKK3 PB1 HTS	DNA FID counter	IDE cell activ	VIM-2 inh	PHOSPHO1 block	HCV NS3 hel inh	SUMO HTRF inh	pCIP destab
CSc1c(-c2ccccn2)c(N)nn1C(=O)C1CC1	-1.4	96	-6	0	-1.8	29	-3	1	0
C=CCN1C(=O)C(CC(=O)O)SC1=Nc1ccc(C(=O)O)cc1 (configuration not stated)	0.5	97	4	-3	-1.2	15	-2	14	1
CCOC(=O)N1CCN(C(=O)CN(c2cc(C(F)(F)F)ccc2Cl)S(C)(=O)=O)CC1	-3.0	104	-27	-1	-0.7	-30	1	4	-8

Results (from the top)
SMILES	IMP-1 inh	MEKK3 PB1 HTS	DNA FID counter	IDE cell activ	VIM-2 inh	PHOSPHO1 block	HCV NS3 hel inh	SUMO HTRF inh	pCIP destab
CSc1c(-c2ccccn2)c(N)nn1C(=O)C1CC1	-1.4	96	-6	0	-1.8	29	-3	1	0
C=CCN1C(=O)C(CC(=O)O)SC1=Nc1ccc(C(=O)O)cc1 (configuration not stated)	0.5	97	4	-3	-1.2	15	-2	14	1
CCOC(=O)N1CCN(C(=O)CN(c2cc(C(F)(F)F)ccc2Cl)S(C)(=O)=O)CC1	-3.0	104	-27	-1	-0.7	-30	1	4	-8
O=C(/C=C/Nc1ccc(Cc2ccc(N/C=C/C(=O)C(F)(F)F)cc2)cc1)C(F)(F)F	-4.3	134*	0	2	-2.8	11	-2	15	-5
CC1CN(C(=O)CCC(=O)NCCCN2C(C)CCCC2C)c2ccccc2O1 (configuration not stated)	-3.8	96	7	8	-5.5	18	-2	15	1
O=C(NCCC1=CCCCC1)C1COc2ccccc2O1 (configuration not stated)	-2.5	106	-1	5	-3.2	-16	0	3	-9
CCc1ccc(NC(=O)Nn2cnnc2)cc1	-3.6	102	-5	5	-2.1	46	10	13	-23
Cc1ccc(C)c2[nH]c(=O)c(CN(Cc3ccco3)C(=O)Nc3ccccc3)cc12	-4.1	105	-23	6	-1.9	7	0	-10	-5
COCCn1cnc2c1c(=O)n(Cc1ccccc1C#N)c(=O)n2Cc1ccccc1	-1.8	100	-29	6	-0.8	36	-7	-4	-3
O=C(Nc1ccc(Nc2ccccc2)cc1)c1cc([N+](=O)[O-])ccc1Cl	-0.1	111	11	1	-1.2	19	4	6	-8
Cc1ccc(-c2nnnn2C2C/C(=N\NC(N)=S)C3OCC2O3)cc1 (configuration not stated)	-2.1	122	-6	-1	-2.1	-17	-11	11	8
Cc1cccc(NC(=O)c2cccc(C(=O)Nc3cccc(C)n3)c2)n1	-4.1	104	-8	2	-2.9	34	30	-4	-10
O=C1CCC(C(=O)N2CCCC(C(=O)c3ccc4ccccc4c3)C2)=NN1 (configuration not stated)	-1.4	96	-27	-7	-1.8	28	31	10	-6
COc1cccc(OCCOc2ccc(/C=C3\C(=N)N4N=C(S(C)(=O)=O)SC4=NC3=O)cc2OC)c1	-2.0	104	5	5	-3.9	20	48*	10	-8
O=c1[nH]c2ccccc2c(O)c1-c1ccccc1	/	106	/	0	/	-14	/	10	-11
COc1ccc(S(=O)(=O)N(C)CC(=O)NCCC2=CCCCC2)cc1	-5.1	99	-23	2	-3.6	-11	4	-19	-2
CC(C)NS(=O)(=O)c1ccc(Oc2ncc(C(F)(F)F)cc2Cl)cc1	-1.9	100	-24	-1	-0.7	2	-3	9	-16
c1ccc(-c2csc3ncnc(NCCN4CCOCC4)c23)cc1	-1.2	104	-9	0	-2.7	-8	12	9	-10
CCCNC(=O)COC(=O)c1ccc(OCC(=O)Nc2ccccc2OC)c(OC)c1	-6.2	98	-4	3	-2.4	-16	0	15	-5
CC(=O)Nc1ccc(NC(=O)C2CCN(C(=O)c3ccc([N+](=O)[O-])cc3)CC2)cc1	-0.7	97	-1	0	0.5	43	-1	12	-4
Nc1nc2c(Cl)cc(Cl)cc2s1	-1.8	99	-2	0	-0.6	-4	2	-4	10
O=C1OC(/C=C/c2ccccc2)=NC/1=C\c1cccnc1	-2.2	99	-7	1	-3.5	43	-1	20	9
COc1cc2c(cc1NC(=O)C(C)OC(=O)c1ccc(S(=O)(=O)Nc3ccccc3Cl)cc1)oc1ccccc12 (configuration not stated)	1.2	88	1	2	1.4	24	6	15	14
CC1Cc2cc(S(=O)(=O)CCC(=O)NCc3ccco3)ccc2N1C(=O)C1CC1 (configuration not stated)	-2.1	96	-14	7	1.1	20	0	26	0
Cc1cccc(Sc2nc(-c3ccccc3)ccc2C#N)c1	-2.2	109	1	3	-2.0	6	2	-10	-1
COc1cccc(C(C(=O)NC2CCCC2)N(C(=O)c2ccco2)c2ccc(C(C)=O)cc2)c1OC (configuration not stated)	0.7	102	-45	-2	-1.9	36	20	-2	-2
CC1CCc2sc(C(=O)N(C)CC(=O)Nc3ccc(N4CCOCC4)cc3)cc2C1 (configuration not stated)	-0.8	103	-32	2	-0.9	43	-8	-2	-16
Cc1nn(C)cc1C(N)=O	-2.4	118	-2	5	-2.4	-21	4	8	13
Cc1cc(C)n(-c2nc3ccccc3c(=O)n2OCC(=O)OCc2ccccc2)n1	-4.8	/	-28	3	-1.3	-23	1	-9	-2
Cc1ccc(NC(=O)CSCc2cc(=O)n3ccsc3n2)c(C)c1	-1.6	100	-11	1	-0.6	3	5	-12	3
Cc1ccc[n+](CC(=O)Nc2ccc(C)c(C)c2)c1	-1.9	100	1	-1	0.6	4	-3	3	10
O=S(=O)(NCCc1ccc(Cl)cc1)c1cccs1	-2.9	103	-4	0	-1.7	37	-14	13	-13
CCOC(=O)C1CCN(C(=O)c2cc(S(=O)(=O)N(C)C)ccc2N2CCCC2)CC1	-3.3	102	-36	-2	-2.5	43	-3	-1	0
O=C(Nc1ccc2c(c1)OCO2)c1cccc2c1C(=O)N(C1CCCCC1)C2	-1.2	99	2	/	-6.4	37	-1	27	1
O=C(Cn1nc(-c2ccccc2)c2ccccc2c1=O)Nc1ccc2c(c1)nc1n2CCOC1	-0.8	96	-6	-1	-1.6	21	-3	10	-9
CCN(CC)S(=O)(=O)c1ccc(/C=C/C(=O)OCC(=O)c2c(N)n(C)c(=O)n(C)c2=O)cc1	-2.4	106	-2	4	-5.4	28	12	-4	8
COc1ccccc1/C=N/OCc1ccc(C#N)cc1	-1.0	99	-16	4	-3.1	33	-5	-23	-3
Cc1ccc(CSCc2ccc(C(=O)NC3CCCC3)o2)cc1	0.0	97	-21	10	3.0	4	8	2	-6
COc1cc2ncnc(NCc3cc(F)ccc3F)c2cc1OC	-3.2	108	0	-7	-0.4	7	-11	8	-3
Cc1ccc(N=Cc2ccc(N(C)C)cc2)cc1C	-3.0	107	-2	1	-3.5	2	2	12	-11
CC1CCN(CCCNC(=O)c2cn(C)c3ccc(S(=O)(=O)N4CCCC4)cc3c2=O)CC1	-4.0	92	12	5	-1.5	-24	1	19	-2
CC(=O)Nc1ccc(NS(=O)(=O)c2cccc3nonc23)cc1	-0.8	99	-13	0	0.9	35	12	10	-14
C=CCNC(=O)c1cc2sccc2n1C	0.5	88	-2	4	-0.1	39	3	-31	4
Clc1ccc(OCc2noc(-c3ccsc3)n2)c(Cl)c1	-0.5	98	-3	0	1.1	-1	-13	4	-11
Cc1ccc(S(=O)(=O)N2CCOCC2)cc1NC(=O)COc1ccc(-c2nnco2)cc1	-3.6	99	-19	4	-2.1	-8	0	7	8
O=C(NC1CC1)C1=C[C@H](c2ccccc2)C[C@H](OCc2ccc(CO)cc2)O1	-2.3	103	-26	5	-2.9	14	-4	2	-12
COc1cc(C(=S)N2CCOCC2)ccc1OC(=O)c1cccc(C)c1	-1.3	101	-35	-1	1.1	14	-5	-14	-7
CN(Cc1nc2ccccc2[nH]1)Cc1nc(CC2CC2)no1	-3.5	105	0	1	-4.7	41	-2	21	0
O=C(NN=C1CCCCCC1)c1cc2ccccc2cc1O	-3.5	101	-13	3	-4.4	29	15	-10	10
CCCNS(=O)(=O)c1cccc(C(=O)NC2CCCc3ccccc32)c1 (configuration not stated)	-3.3	97	-20	1	-2.6	2	-4	7	-7
CC(=O)N1CCC(C(=O)N2CCN(S(=O)(=O)c3ccc(F)cc3)CC2)CC1	-0.9	107	-3	1	-2.3	-2	-2	2	-1
O=C(OCc1ccccc1F)c1cnc(Cl)c(Cl)c1	-2.7	0.0*[inhibitor]	-6	1	-1.5	32	-7	12	-16
CCOC(=O)CSc1n[nH]c(=O)n1CCc1ccccc1	-0.3	100	-10	3	-0.4	-10	-13	1	0
COc1ccc(CC(=O)NNc2ncnc3c2cnn3Cc2ccccc2)cc1OC	-1.8	86	-23	0	-2.3	19	0	11	11
CCOc1ccc(NC(=O)Cn2ncc3ccccc32)cc1	-4.6	104	-10	-2	-2.8	-28	-13	13	-9
Cc1ccc(C)c(Nc2cc(C)nc(-c3ccccc3O)n2)c1	-2.5	101	-7	-2	-0.1	/	-21	-14	10
Cc1cccc(CC(C)NC(=O)CCc2nnc(CCCCc3ccccc3)o2)n1 (configuration not stated)	-2.8	95	-22	3	-1.6	41	-1	0	-4
CC(C)c1ccc(NC(=O)Cn2nnc(C(=O)NCc3ccc4c(c3)OCO4)c2N)cc1	0.3	100	-13	1	-6.9	-29	4	37	-3
CN(C)CCCN(C(=O)CCc1ccccc1)c1nc2ccc(F)cc2s1	-3.4	129*	13	2	-3.1	-1	-72	0	2
O=C(c1ccc([N+](=O)[O-])cc1)N1CCSC1c1ccc(Cl)cc1 (configuration not stated)	-2.9	93	-3	-2	-2.6	-4	-6	24	-14
Remaining list, next part.
SMILES	IMP-1 inh	MEKK3 PB1 HTS	DNA FID counter	IDE cell activ	VIM-2 inh	PHOSPHO1 block	HCV NS3 hel inh	SUMO HTRF inh	pCIP destab
CCc1nn(-c2ccccc2)c(=S)c2ccccc12	-3.4	99	0	-5	-1.8	-14	6	8	-1
CCCOc1ccc(/C=N/n2nnnc2N)cc1OC	-4.0	106	-14	2	-3.0	29	-6	22	-3
COCCSc1nnc(NC(=O)CS(=O)(=O)c2ccc(C)cc2)s1	-1.0	102	-13	-3	-0.7	22	2	10	-12
CCOC(=O)N1CCN(Cc2cccs2)CC1	-1.1	100	-4	8	-2.2	20	0	12	-2
CCC(Sc1nc2cc(OC)c(OC)cc2c(=O)n1Cc1ccc(OC)cc1)C(=O)NCCOC (configuration not stated)	-1.1	106	-5	0	-0.6	-21	2	-14	1
CCN(c1c(C)n(C)n(-c2ccccc2)c1=O)S(C)(=O)=O	-3.8	106	0	5	-2.3	-3	3	-7	-14
NS(=O)(=O)c1ccc(N/N=C2/CCCc3ccccc32)c([N+](=O)[O-])c1	-1.3	101	4	8	-1.5	13	4	21	-11
CCOc1cccc(C(=O)Nc2ccc(N(CC)CC)cc2)c1	-1.9	85	-5	6	0.6	70*	-1	-24	2
